MITF inh: inhibitors of human MITF | inhibition, % at 2.6 µM | 650,000 compounds, 0.91% hits | AlphaScreen MITF homodimerization, bead proximity signal | O75030; in the data active = inhibition above about 50%;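 also: 0% = vehicle wells with protein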
Target sequence (O75030 whole entry, looked up): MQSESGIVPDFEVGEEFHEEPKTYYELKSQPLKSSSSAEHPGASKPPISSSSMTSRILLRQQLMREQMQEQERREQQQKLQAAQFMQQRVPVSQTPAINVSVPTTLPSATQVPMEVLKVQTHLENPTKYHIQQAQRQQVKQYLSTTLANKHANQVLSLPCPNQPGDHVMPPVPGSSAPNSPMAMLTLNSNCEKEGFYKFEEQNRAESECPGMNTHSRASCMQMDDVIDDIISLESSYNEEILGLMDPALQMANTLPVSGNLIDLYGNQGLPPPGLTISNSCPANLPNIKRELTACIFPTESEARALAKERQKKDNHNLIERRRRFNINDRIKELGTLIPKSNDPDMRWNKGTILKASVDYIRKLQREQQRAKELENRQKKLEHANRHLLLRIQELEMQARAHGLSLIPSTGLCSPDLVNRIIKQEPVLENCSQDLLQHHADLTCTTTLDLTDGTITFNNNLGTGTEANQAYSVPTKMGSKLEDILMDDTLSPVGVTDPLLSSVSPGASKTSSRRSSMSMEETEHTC
GPR151 activ: human GPR151 activation; 650,000 compounds, 1% hits; AID 1508602; Q8TDV0; PathHunter beta-arrestin GPR151 cells, luminescence; activation, % at 11.2 µM; in the data active = activation above about 4.9%;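 also: 0% = median of compound wells and 100% = cells with positive control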
Target sequence (Q8TDV0 whole entry, looked up): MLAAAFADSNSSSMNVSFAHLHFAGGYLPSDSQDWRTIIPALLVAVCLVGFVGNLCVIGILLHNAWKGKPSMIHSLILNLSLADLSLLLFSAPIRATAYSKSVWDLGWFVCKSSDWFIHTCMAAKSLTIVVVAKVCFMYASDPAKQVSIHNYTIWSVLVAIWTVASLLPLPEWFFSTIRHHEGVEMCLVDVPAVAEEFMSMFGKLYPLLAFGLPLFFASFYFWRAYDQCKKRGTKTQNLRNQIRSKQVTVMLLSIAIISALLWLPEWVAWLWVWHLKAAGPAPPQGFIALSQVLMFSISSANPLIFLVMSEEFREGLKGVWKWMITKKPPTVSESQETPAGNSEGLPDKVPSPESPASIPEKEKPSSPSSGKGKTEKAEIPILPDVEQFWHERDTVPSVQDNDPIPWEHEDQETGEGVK
FBW7 activator: human FBW7 E3 ligase activation, primary screen; AID 1259310; AlphaScreen FBW7–phospho-cyclin E peptide binding, activator screen; Q969H0; normalized activity (activation), % at 26.1 µM; 650,000 compounds, 0.13% hits; in the data active = normalized activity above about 1.9%;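 also: purified mutant Fbw7 with reduced substrate affinity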
TEAD-YAP block: TEAD-YAP interaction inhibition | HEK-TIYL cells, TEAD-Gal4/YAP UAS-luciferase luminescence | inhibition, % at 9.12 µM | 640,000 compounds, 1.4% hits; in the data active = inhibition above about 32%;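 also: 0% = median of test compound wells and 100% = reference inhibitor wells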
* = called active by the depositor; nt = not tested or not shown.

SMILES | MITF inh | GPR151 activ | FBW7 activator | TEAD-YAP block
CC(Nc1ccc(Br)cc1)C(=O)N/N=C/c1ccc(N(C)C)cc1 (configuration not stated) | 13 | -1.0 | 0.0 | 9
CCOC(=O)C1=CN(Cc2ccc(Cl)cc2)C=C(C(=O)OCC)C1c1ccc(OC)c(O)c1 | 1 | -0.4 | -0.1 | -10
COc1ccc(Br)cc1C1SCCN1S(=O)(=O)c1ccc(Br)cc1 (configuration not stated) | 21 | -0.7 | 1.1 | -3
Cc1nc2ccccc2c(=O)n1N.[Cl][Co][Cl] | -462 | 1.8 | -0.9 | 1
O=C(/C=C/Sc1ccccc1)c1ccccc1 | 28 | -1.1 | 0.2 | -43
COc1ccccc1-c1nc2ccc(Cl)cc2c(=O)o1 | -6 | -1.2 | 0.0 | -7
NS(=O)(=O)c1ccc(NC(=O)CSc2nc(-c3ccc(F)cc3)cs2)cc1 | -7 | -8.3 | 0.0 | -4
CC(=O)Oc1ccc(C(=O)OCc2ccc(Cl)cc2)cc1OC(C)=O | 5 | -0.7 | -0.4 | 9
O=C(CC1Nc2ccccc2NC1=O)Nc1ccc(I)cc1 (configuration not stated) | -7 | -0.8 | -0.1 | -23
COc1ccc(C(F)(F)F)cc1N/C=C(\C#N)C(N)=S | 15 | 0.3 | 0.0 | 2
O=C(OCC(=O)N1CCCCCC1)c1ccc(Br)o1 | 16 | 1.4 | 0.7 | 9
O=c1c2sccc2nc(SCc2cccc([N+](=O)[O-])c2)n1Cc1ccccc1Cl | 4 | -2.0 | -0.3 | -9
C#CCCOC(=O)N1C2=NC(C(=O)OC)=C(C(=O)OC)[C@@H]3N(CC=C)c4ccccc4[C@]23C[C@H]1C(=O)OC | 13 | -2.3 | 0.0 | nt
COc1ccc(-c2nc(-c3ccccc3)c(-c3ccc(Cl)cc3)[nH]2)c(OC)c1 | 5 | 0.0 | 0.4 | 4
O=c1[nH]c2ccccc2[nH]c1=O | 5 | -1.3 | 0.2 | 15
COc1ccc2oc(=O)c(C(=O)Oc3ccc([N+](=O)[O-])cc3)cc2c1 | -7 | 0.1 | -0.2 | -7
CCCCN(C)C(=O)C1CCN(C(=O)c2cnn(-c3ccccc3)c2-n2cccc2)CC1 | 2 | -2.1 | 0.0 | 0
CN1CCN(C(=O)CCn2c(=S)[nH]c3ccccc3c2=O)CC1 | -4 | 1.1 | 0.1 | 10
COC(=O)CCC(=O)Nc1ccc(F)c([N+](=O)[O-])c1 | 4 | -0.9 | -0.1 | 0
Cc1cccn2c(=O)c3cc(C(N)=S)c(=N)n(Cc4ccco4)c3nc12 | 24 | -1.4 | 0.1 | 11
COc1cc(C2NC(=O)NC(C)=C2C(=O)OC(C)C(C)(C)C)cc(Br)c1O (configuration not stated) | -6 | 0.4 | 0.0 | -6
COc1ccc(NC(=O)CSc2nnc(SCCC(=O)O)s2)cc1 | -8 | 1.4 | 0.0 | 5
Nc1cccc(N=Cc2c(O)[nH]c(=S)[nH]c2=O)c1 | -6 | -0.9 | -0.1 | -3
Cn1c(=NC(=O)c2ccco2)sc2ccccc21 | 19 | -4.7 | 0.1 | -11
Cc1[nH]nc2c1C(c1ccc(-c3ccccc3)cc1)C(C#N)=C(N)O2 (configuration not stated) | 9 | 2.5 | 0.1 | -5
O=C(NC1CC1)c1cccc(Nc2nccc3ccccc23)n1 | 14 | -1.0 | -0.3 | -20
O=S(=O)(c1cccc(C(F)(F)F)c1)N1CCN(c2nnnn2-c2ccccc2)CC1 | -3 | 0.1 | -0.1 | 0
O=P1(NCc2ccncc2)C=C(c2ccccc2)SC(c2ccccc2)=C1 | 5 | -1.8 | 0.0 | 11
N#Cc1c2n(c(=O)[nH]c1=O)CCCCC2 | -10 | 2.6 | 0.8 | 18
CCC(C(=O)NCc1ccccc1)n1ncn2c(cc3occc32)c1=O (configuration not stated) | -5 | -0.8 | -0.1 | -3
COc1ccc(OC)c(CC(=O)NCc2nc(-c3ccncc3)n[nH]2)c1 | 0 | 1.1 | -0.1 | -9
CCOC(=O)NC(n1ccnc1)C(F)(F)C(F)(F)C(F)(F)C(F)F (configuration not stated) | -1 | -0.9 | 0.0 | 3
COc1cc2nc(-c3ccc(N4CCOCC4)nc3)nc(Nc3ccc(Oc4ccccc4)cc3)c2cc1OC | -5 | -0.5 | -0.1 | 24
Cn1cc(CN2CCN3C(=O)[C@H](Cc4ccc(O)cc4)NC(=O)[C@H]3C2)c(-c2ccccc2)n1 | -11 | 0.6 | 0.1 | -6
CCCCCSc1nnc2c(n1)OC(c1ccc(N(C)C)cc1)Nc1ccccc1-2 (configuration not stated) | -7 | -0.4 | -0.1 | -18
CCOC(=O)CNC(=O)C1CC(=O)N(c2ccc(C)cc2)C1 (configuration not stated) | 2 | 1.3 | 0.1 | -1
O=C(Nc1cccc(Cl)c1Cl)C1CC(=O)N(c2ccc(Br)cc2)C1 (configuration not stated) | -2 | 1.0 | 0.0 | 2
O=C(c1ccc(C#CC2(O)CCCCC2)cc1)N1CCN(c2ccc([N+](=O)[O-])cc2)CC1 | 1 | 0.0 | -0.2 | -2
NNC(=O)c1nc[nH]c1C(=O)Nc1ccccc1[N+](=O)[O-] | 21 | 0.0 | 0.0 | -8
CC1=C(C(=O)OCCc2ccccc2)C(c2c(F)cccc2Cl)CC(=O)N1 (configuration not stated) | -1 | 0.9 | -0.1 | -6

Grouped by structure, those above with a cyano group (three)
SMILES | MITF inh | GPR151 activ | FBW7 activator | TEAD-YAP block
COc1ccc(C(F)(F)F)cc1N/C=C(\C#N)C(N)=S | 15 | 0.3 | 0.0 | 2
Cc1[nH]nc2c1C(c1ccc(-c3ccccc3)cc1)C(C#N)=C(N)O2 (configuration not stated) | 9 | 2.5 | 0.1 | -5
N#Cc1c2n(c(=O)[nH]c1=O)CCCCC2 | -10 | 2.6 | 0.8 | 18

(continued)
SMILES | MITF inh | GPR151 activ | FBW7 activator | TEAD-YAP block
C1CCCN(c2nc3nonc3nc2N2CCC(N3CCOCC3)CC2)CC1 | -1 | 0.4 | 0.1 | 6
CNC(=O)c1c(NC(=O)c2ccccc2C)sc2c1CCCCC2 | 7 | -0.5 | 0.0 | -3
Nc1c(-c2ccccc2)cnn1-c1ccc(Br)cc1 | 15 | -0.1 | -0.1 | -65
COc1ccc(-c2noc(CNC(=O)CC3CCCCC3)n2)cc1 | 0 | 0.3 | 0.7 | 19
Cn1c(=O)n(C)c2cc(NC(=O)Nc3cccc(Cl)c3)ccc21 | 5 | 2.7 | 0.0 | 7
COc1ccc(CN2CCNC(=O)C2CC(=O)NCCOC(C)C)cc1OC (configuration not stated) | -3 | -0.2 | 0.0 | 10
Cc1nc2ccc(S(=O)(=O)NCC(=O)N3CCc4ccccc43)cc2s1 | 10 | -0.5 | 0.2 | 1
Cc1ccc(NC(=O)c2ccco2)c(NC(=O)COc2ccc(Br)cc2)c1 | 5 | -1.8 | -0.1 | 2
Cc1ccccc1-n1c(-c2ccc(Br)cc2)n[nH]c1=S | 13 | -0.7 | 0.1 | -10
O=C(NCC1CCCN1S(=O)(=O)c1cccs1)c1ccc(F)c(F)c1 (configuration not stated) | -9 | 1.0 | -0.1 | -3
CC(C)CCNC(=O)CCNS(=O)(=O)c1ccc2[nH]c(=O)ccc2c1 | 5 | -0.1 | 0.2 | 10
COc1cccc(CNC2CCCN(c3nc(C)c4cc(F)ccc4n3)CC2)c1 (configuration not stated) | 4 | 1.5 | 0.5 | 0
O=C(NCc1ccccn1)C(=O)N/N=C/c1ccncc1 | -3 | -0.8 | 1.6 | 10
CCN(CC)CC(O)CN(C)C1=NS(=O)(=O)c2ccccc21 (configuration not stated) | 1 | 0.2 | 0.7 | 6
O=C(O)c1ccc(Nc2ccc(Cl)c(Cl)c2)c([N+](=O)[O-])c1 | 16 | -1.0 | 0.1 | 9
c1ccc2c(NCCCCCCCNc3c4c(nc5ccccc35)CCCC4)c3c(nc2c1)CCCC3 | -7 | -0.9 | nt | nt
C=C(C)CN(CC)C(=O)CCc1nnc(Cc2c[nH]c3ccccc23)o1 | -1 | 1.7 | 0.0 | -6
CCC(=O)NC(C)C(c1cccs1)N1CCN(c2ccc(F)cc2)CC1 (configuration not stated) | -18 | 1.0 | -0.1 | 3
Cc1ccc(-n2nc3c(c2NC(=O)c2ccc(C)c(C)c2)CSC3)cc1 | 0 | 2.4 | 0.0 | 0
C/C(=N\NC(=O)c1cc(C(C)C)[nH]n1)c1cccs1 | -15 | 1.7 | -0.2 | -23

Quoted at random: 5 records from the list.
SMILES | MITF inh | GPR151 activ | FBW7 activator | TEAD-YAP block
COc1cccc(CNC2CCCN(c3nc(C)c4cc(F)ccc4n3)CC2)c1 (configuration not stated) | 4 | 1.5 | 0.5 | 0
O=C(NCc1ccccn1)C(=O)N/N=C/c1ccncc1 | -3 | -0.8 | 1.6 | 10
c1ccc2c(NCCCCCCCNc3c4c(nc5ccccc35)CCCC4)c3c(nc2c1)CCCC3 | -7 | -0.9 | nt | nt
COc1ccc(-c2noc(CNC(=O)CC3CCCCC3)n2)cc1 | 0 | 0.3 | 0.7 | 19
COc1ccc(CN2CCNC(=O)C2CC(=O)NCCOC(C)C)cc1OC (configuration not stated) | -3 | -0.2 | 0.0 | 10

Remaining list, next part:
SMILES | MITF inh | GPR151 activ | FBW7 activator | TEAD-YAP block
CCOC(=O)C1=C(C)N=c2s/c(=C\c3ccc(OC)c(Br)c3)c(=O)n2C1c1ccc(OC)cc1 (configuration not stated) | 3 | 1.2 | 0.0 | 1
O=C(NC1CCCC1)c1ccc(CNS(=O)(=O)c2ccc(Cl)cc2)cc1 | -16 | -0.2 | 0.0 | -6
C/C(=N/NC(=O)c1cncc(Br)c1)c1ccc(F)cc1 | 16 | 0.3 | 0.1 | 6
COCCNC(=O)CC1Sc2ccccc2NC1=O (configuration not stated) | 10 | 0.8 | 0.3 | 2
CC1CC1c1ccc(/C=C(\C#N)C(=O)Nc2cccc([N+](=O)[O-])c2)o1 (configuration not stated) | -2 | -1.2 | -0.1 | -64
O=C(O)CCCNc1cc(N2CCCC2)c2noc3c2c1C(=O)c1ccccc1-3 | 3 | 0.5 | -0.3 | -11
CN(Cc1ccccc1)C(=O)COC(=O)c1cc2ccccc2cc1N | 5 | -1.5 | 0.3 | -37
CN(C)c1nc2nonc2nc1Nc1cccc(Cl)c1 | 2 | 2.1 | -0.1 | 75*
CNC(=O)c1ccccc1-c1cn(C)c2ccccc2c1=O | 2 | -0.6 | 1.2 | 16
CCOC(=O)/C=C(/C)N1N=C2c3ccc(OC)cc3CCC2C1c1ccc([N+](=O)[O-])cc1 (configuration not stated) | 18 | -1.9 | -0.1 | 0
O=C(Nc1nnc(-c2ccccc2Cl)o1)c1ccc(S(=O)(=O)N2CCCC2)cc1 | 6 | -1.3 | 0.1 | -1
Cc1ccc(C)c(OCC(=O)Nc2c(C(C)C)cccc2C(C)C)c1C | 9 | -0.5 | 0.1 | -2
COc1ccc(N2CCN(C(=O)c3ccc(SCc4cccnc4)c([N+](=O)[O-])c3)CC2)cc1 | 21 | -1.3 | -0.2 | -27
O=C(CC1CCCCC1)Nc1cc(C2CC2)nn1-c1nc2c(c(=O)[nH]1)CCCC2 | -6 | 0.2 | 0.1 | 8
O=C(NCc1ccco1)/C(=C\c1ccco1)NC(=O)c1ccsc1 | -8 | -1.2 | -0.1 | 0
Brc1ccc(C2N(Cc3ccccc3)CCN2Cc2ccccc2)s1 | 5 | -0.6 | -0.1 | 3
O=S(=O)(c1ccc(Cl)cc1)n1nc(-c2cccnc2)nc1NCc1cccs1 | 8 | 0.8 | 0.2 | 1
CC(C)N(CCNc1nc(Nc2ccccc2)nc2nc[nH]c12)C(C)C | -6 | -1.0 | -0.1 | 3
CC(=O)Nc1ccc(N2C(=O)c3cccc4c(N5CCCCC5)ccc(c34)C2=O)cc1 | -9 | -0.1 | 0.2 | 11
COc1cc(/C=N/N2CCOCC2)ccc1OCC#N | 0 | -1.5 | 0.0 | -9
CCOC(=O)CN(c1ccccc1C)S(=O)(=O)c1ccccc1 | -6 | 0.4 | 0.0 | -6
CC(C)=C1C2C=CC1C(C(=O)Nc1cccc(C)c1)C2C(=O)O (configuration not stated) | -4 | 1.5 | 0.1 | -1
COc1ccccc1N1CCN(c2ncc(C(=O)N3CCN(c4ccccc4)CC3)c3ccccc23)CC1 | -3 | -1.2 | -0.1 | 2
O=C(Nc1cccc2c1CCN(Cc1ccc3nsnc3c1)C2)c1ccncc1 | 10 | -2.1 | 0.1 | 14
O=C(C(=O)N1CCN(c2cccc(Cl)c2)CC1)c1c[nH]c2ccccc12 | 16 | -0.9 | 0.1 | -14
O=C(Nc1cccc(Cl)c1Cl)c1cc2nc(-c3ccc(Br)cc3)cc(C(F)(F)F)n2n1 | -9 | -0.1 | 0.0 | -2
C=CCOc1ccccc1CNc1nc(C)c(-c2ccn(C)n2)s1 | 6 | 0.5 | -0.1 | -2
COc1ccc(NS(=O)(=O)c2cc(C(=O)O)ccc2OC)c(OC)c1 | 2 | -0.6 | 0.0 | 1

From PubChem
